Lipid storage S3: qHTS Assay for Lipid Storage Modulators in Drosophila S3 Cells; 320,000 tested, 0.64% active; lipid storage change, negative = inhibition, % at the top dose, mostly 46.1 µM; hits show Potency in µM; Drosophila S3 cells, BODIPY lipid droplet fluorescence, 18-24 h; cells fed with added oleic acid; active = well fitted inhibition curve with a large enough effect in the signal ratio, with a control signal flat, not every such curve was filed as active; inconclusive = small, poorly fitted or top-dose-only effect, or effect the other way, or a change in a side signal; the % refers to the signal ratio
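Laser-scanning cytometry quantifies lipid droplet accumulation (500–530 nm total intensity; droplet/cell object ratio) in oleic acid-fed (400 uM added) Drosophila S3 cells treated with a concentration series. 20 uM Triacsin C defined 100% inhibition.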
Lipid storage S3 cell count max: second read-out of Lipid storage S3, no call of its own (marks repeat the call); cell number change, %; measured here: cell count max response;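 cells counted by Cell Tracker Red CMTPX staining in the red channel; peak over a dose series mostly up to 46.1 µM; percent activity relative to internal control wells on each plate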
Active calls of the source: *; i = inactive; u = inconclusive; x = no result given; & = joins results of further samples; [ ] = another dose, or the depositor's remark. % is set by controls: 0 for no effect and ±100 for the full control effect; potency is the fitted concentration of half-maximal effect. The list is partial; rates above refer to the full screens.

compound	Lipid storage S3 cell count max	Lipid storage S3
COC(=O)c1ccc(CNC(=O)CSc2nc3ccccc3[nH]2)cc1	x	u
Cc1cc(C)nc(CC(N)=O)n1	x	u
COc1ccccc1NC(=O)CN(Cc1ccco1)C(=O)c1ccc(Cl)nc1	x	i
COc1cc(C(=O)Nc2nc(-c3cc(C)ccc3C)c(C)s2)ccc1OCC(=O)Nc1ccc(F)cc1	-4	-8%
CC(C)c1ccc(NS(=O)(=O)c2ccc3[nH]cc(C(=O)N4CCC(C(N)=O)CC4)c(=O)c3c2)cc1	x	u
Cc1cccc(NC(=O)Nc2c(C)n(C)n(-c3ccccc3)c2=O)c1	-1	4%
CC(Cl)C(=O)c1c(N)n(C)c(=O)n(C)c1=O (stereo not given)	15	i
CN(C)c1ccc(CN(C(=O)/C=C/c2ccco2)C2CCS(=O)(=O)C2)cc1 (stereo not given)	11	-3%
O=C(c1cccn(Cc2ccc(C(F)(F)F)cc2)c1=O)N1CCOCC1	x	u
COc1ccc2[nH]c(=O)c(CN(C)C(=O)C3CCCCC3)cc2c1	x	u
O=C(c1ccc(F)cc1)N1CCN(c2cc(=O)[nH]nc2-c2ccccc2)CC1	13	2%
CC(=O)c1cc(CN2CCN(CC=C(C)C)C(CCO)C2)cs1 (stereo not given)	2	0%
Cc1c(F)cccc1NC(=O)CSCC(=O)Nc1ccccc1	x	u
O=S(=O)(O)Oc1c[nH]c2ccccc12	x	u
CCc1ccc(OC(=O)c2cncc(Br)c2)cc1	17	11%
CC(C)N1C(=O)S/C(=C/c2ccc(Sc3nc4ccccc4[nH]3)o2)C1=O	x	u
COc1ccc(NCCNc2ccc(OC)cc2)cc1	-19	-9%
Cc1ccc(NC(=O)c2cccc(NC(=O)/C=C/c3ccco3)c2)cc1C	x	u
S=C(NCCc1ccccc1)NN=C1CCCCCC1	-24	i
S=C(NCc1ccccc1Cl)Nc1ccccc1Cl	-15	-46%

Quoted at random: 7 compounds from above
compound	Lipid storage S3 cell count max	Lipid storage S3
COc1ccccc1NC(=O)CN(Cc1ccco1)C(=O)c1ccc(Cl)nc1	x	i
Cc1cccc(NC(=O)Nc2c(C)n(C)n(-c3ccccc3)c2=O)c1	-1	4%
COc1ccc2[nH]c(=O)c(CN(C)C(=O)C3CCCCC3)cc2c1	x	u
CC(=O)c1cc(CN2CCN(CC=C(C)C)C(CCO)C2)cs1 (stereo not given)	2	0%
CC(C)N1C(=O)S/C(=C/c2ccc(Sc3nc4ccccc4[nH]3)o2)C1=O	x	u
COC(=O)c1ccc(CNC(=O)CSc2nc3ccccc3[nH]2)cc1	x	u
O=C(c1cccn(Cc2ccc(C(F)(F)F)cc2)c1=O)N1CCOCC1	x	u

Remaining list, next part
compound	Lipid storage S3 cell count max	Lipid storage S3
CC(=O)Nc1ccccc1C(=O)C(=O)Nc1ccc(F)cc1	-9	0%
COCc1c(C(=O)N2CCN(Cc3ccc(C#N)cc3)CC2)oc2ccccc12	x	u
O=C(c1ccco1)N1CCN(c2ccc(Cl)cc2)CC1	x	u
CCCCCCc1nnc(NC(=O)OCC)s1	x	u
COc1ccc(N(C)S(=O)(=O)c2ccc(C)cc2)c([N+](=O)[O-])c1	-18	-10%[9.22 µM]
CCN(CC)CCN1C2=C(C(=O)CC(C)(C)C2)C(c2cccc(F)c2)C2=C1CC(C)(C)CC2=O	x	u
NC(=O)C[C@@H]1NC(=O)CNC(=O)c2cc([N+](=O)[O-])cc(I)c2NCCC(C(N)=O)NC1=O (stereo not given in full)	-21	1%
COC(=O)c1c(NC(=O)c2nc3ccccc3s2)sc2c1CCN(C(C)=O)C2	x	u
COC(=O)c1ccccc1C(=O)N1CCCC(C(=O)c2ccc(OC)c(OC)c2)C1 (stereo not given)	x	u
CCOC(=O)NC(Cc1c[nH]c2ccccc12)C(=O)NCCc1ccc(S(N)(=O)=O)cc1 (stereo not given)	14	10%
O=C(CCN1CCCCO1)N1CCCC(Nc2cccc(F)c2)C1 (stereo not given)	x	u
Cn1cnc([N+](=O)[O-])c1Sc1ncn[nH]1	x	u
Cc1ccc(/C(N)=N/OC(=O)C(C)c2ccc([N+](=O)[O-])cc2)cc1 (stereo not given)	x	u
Cc1cc(-c2ccc(C)c(S(=O)(=O)N3CCN(c4ccccn4)CC3)c2)on1	-27	i
Cc1ccc(S(=O)(=O)Oc2ccc(/C=C(/NC(=O)c3ccccc3)C(=O)NCCCC(=O)O)cc2)cc1	x	0%
O=C(CSc1ccc2nnc(-c3ccccn3)n2n1)N1CCN(c2ccccc2)CC1	x	u
Cc1ccc(N2C(=O)C3C(C2=O)N2C(c4cccs4)C4C(=O)N(c5ccc(C)cc5)C(=O)C4N2C3c2cccs2)cc1 (stereo not given)	x	u
COc1cc2cc(C(c3nnnn3C(C)(C)C)N3CCc4ccccc4C3)c(=O)[nH]c2cc1OC (stereo not given)	x	u
COc1ccc([N+](=O)[O-])cc1NS(=O)(=O)c1ccc(C(=O)N2CCCC2)cc1	x	u
CC(=O)Nn1cnc2c(c1=O)C1(CCCCC1)Cc1ccccc1-2	x	u
CCCn1nc(NC(=O)COC)c2cc3cc(C)ccc3nc21	x	u
COc1ccc(NS(=O)(=O)c2cc(NC(=O)c3cccc(OCc4c(C)noc4C)c3)ccc2OC)cc1	x	u
CCOc1ccc(N(C)C(=O)CCc2nnc3ccc(N4CCCCC4)nn23)cc1	-7	i
O=C(Cc1ccccc1Cl)NNC(=O)Nc1ccccc1	-13	-8%
c1ccc(-c2noc(C34CC5CC(CC(C5)C3)C4)n2)cc1	-19	-3%
O=C(N/N=C/c1ccc(OCC(=O)N2CCCCC2)cc1)c1ccccc1	x	u
Cc1n[nH]c(C)c1S(=O)(=O)N1CCN(c2ccccn2)CC1	0	7%
COc1ccc(Nc2nnc(SCC3CCCCO3)s2)cc1 (stereo not given)	x	u
O=S(=O)(c1ccc(Cl)cc1)N1CCN(S(=O)(=O)N2CCCCCC2)CC1	5	-22%
Cc1ccc(C(=O)Nc2ncc(Cc3ccc(F)cc3)s2)o1	x	u
O=C(Nc1ccc(N2CCOCC2)cc1)c1ccc(-c2ccccc2[N+](=O)[O-])o1	-14	1%
CSc1ccc(CN(C)C(=O)c2cc(S(=O)(=O)NCc3ccccc3)ccc2C)cc1	x	u
Cc1ccc(-n2c(SCC(=O)Nc3cccc(S(=O)(=O)NC4=NCCCCC4)c3)nc3ccccc3c2=O)cc1C	18	1%
CC(=O)n1cc([C@H]2C=C(C(=O)N3CCN(Cc4ccccc4)CC3)O[C@@H](OCc3ccc(CO)cc3)C2)c2ccccc21	x	u
CCN(CC)S(=O)(=O)c1ccc(N2CCCC2)c(NS(=O)(=O)c2ccc(F)cc2)c1	x	u
CCc1ccccc1NC(=O)C(Cc1ccccc1)c1nn[nH]n1 (stereo not given)	x	u
O=C(Cc1ccccc1)Nc1ccc(C(=O)NCC2COc3ccccc3O2)cc1 (stereo not given)	-12	-9%
COc1ccc(Cl)cc1NC(=O)N1CCN(c2ccccc2OC)CC1	13	4%
Cn1c(SCC(=O)Nc2ccccc2)nnc1C(F)(F)F	-44	-3%
CCOc1ccc2c(c1)sc(N)[n+]2Cc1cc(C)cc2cccnc12	x	u
Cc1cc(Cl)ccc1NC(=O)CN1C(=O)NC2(CCCc3ccccc32)C1=O (stereo not given)	x	u
O=C(CCC(=O)Nc1ccccc1)N/N=C/c1cccnc1	2	4%
CC1CCN(C(=O)c2[nH]cnc2C(=O)N2CCN(c3ccccc3)CC2)CC1	x	u
Cn1nccc1NC(=O)Nc1ccccc1	x	u
CC(C)CN1CCN(Cc2cccn2-c2cccnc2)CC1CCO (stereo not given)	x	u
C/C(N)=C(/C#N)C(=O)CSc1nnc(Nc2ccccc2)s1	x	u
OCC1(Cc2ccccc2)CCCN(Cc2cnn(-c3ccccc3)c2)C1 (stereo not given)	-3	26%
COc1ccc(CN2CCNC(=O)C2CC(=O)NC2CCCC2)c(C)c1C (stereo not given)	x	23%
COc1ccc(C(=O)NC2CCN(S(=O)(=O)c3ccccc3F)CC2)cc1	0	6%
C#CCOCCOCCOCCNc1nc(N2CCN(C(=O)C([C@@H](C)CC)n3cc(C(N)CC(C)C)nn3)CC2)nc(N2CCN(C(=O)[C@H](CCC(=O)O)n3cc(C(N)[C@H](C)CC)nn3)CC2)n1 (stereo not given in full)	-8	-21%
COc1ccc(NC(=O)CCNS(=O)(=O)c2ccc3c(c2)CC(C)N3C(C)=O)cc1 (stereo not given)	x	u
CC(C)N(C(=O)c1ccc(C(=O)Nc2ccc([N+](=O)[O-])cc2)cc1)C(C)C	x	u
NNC(=S)Nc1c(Br)cc(F)cc1Br	12	12%
COc1ccc(/C=C2\SC(=S)N(CC(=O)OCC(=O)Nc3ccc([N+](=O)[O-])cc3OC)C2=O)cc1	x	u
COc1cc(/C=N/n2nnnc2Nc2ccccc2)cc(OC)c1OC	x	u
CC(C)[C@H](NC(=O)c1ccccc1)C(=O)OCC(=O)c1ccc2c(c1)NC(=O)CO2	x	u
CC(=O)NC(CC(=O)OCC(=O)N1c2ccccc2NC(=O)C1(C)C)c1ccccc1 (stereo not given)	x	u
CNC(=O)/C(=N\O)c1ccccc1	x	u
CN1CCN(NC(=O)c2cc([N+](=O)[O-])cc([N+](=O)[O-])c2)CC1	5	-7%
CCCCNC(=S)NC(C)(C)CO	x	u

Continued:
compound	Lipid storage S3 cell count max	Lipid storage S3
CN(C)c1ccc(/C(=N\O)c2ccccc2)cc1	x	i
O=C(CSc1nc2ccccc2c(=O)[nH]1)c1ccc(O)cc1O	x	u
CN(C(=O)c1ccccc1Cl)c1ccccc1C(=O)NCCc1ccccc1	x	u
COC(c1ccccc1)c1nnc(CCC(=O)N(C)C(C2CC2)C2CC2)o1 (stereo not given)	x	u
O=C(/C=C/c1ccc(S(=O)(=O)N2CCOCC2)cc1)NC(=S)Nc1ccc(N2CCOCC2)cc1	x	u
N#Cc1c(CSCC(=O)O)cc(=O)n2c1[nH]c1ccccc12	x	u
Cc1cc(N2CCOCC2)n2nc(C)c(-c3ccccc3Cl)c2n1	x	15%
Cc1cccc(NC(=O)c2cc3cc([N+](=O)[O-])ccc3s2)n1	5	3%
CCCCN1C(=O)C(O)(CC(=O)c2ccccn2)c2ccccc21 (stereo not given)	x	u
CC(C)[C@H](NC(=O)[C@@H]1Cc2ccccc2CN1)C(=O)Nc1ccc2c(c1)OCO2	-10	i
Clc1cccc(C2Nc3cccc4cccc(c34)N2)c1	-25	i
Cc1c(NC(=S)NNC(=O)CCC(=O)O)c(=O)n(-c2ccccc2)n1C	17	7%
CCCc1nnc(NC(=O)CCC(=O)N2CCN(Cc3ccc(C)cc3C)CC2)s1	x	u
COc1cc(/C=N/n2nnnc2N)ccc1OCC(N)=O	x	u
Cc1cc(C(=O)CN2C(=O)NC(C)(CC(C)C)C2=O)c(C)n1-c1ccc2c(c1)OCO2 (stereo not given)	-2	-2%
CC(=O)c1cc(CN2CCC(N3CCC(C(=O)NC(C)C)CC3)CC2)cs1	2	16%
CCC(=O)c1ccc(N2CCN(C(=O)c3ccccc3F)CC2)c(F)c1	-13	-1%
CC1(C)SC2C(NC(=O)COc3ccccc3)C(=O)N2C1C(=O)O (stereo not given)	-19&-5	-8%&15%
O=C(Nc1ccc2c(c1)OCO2)c1ccc2c(c1)OCO2	x	u
Cc1cccc(NCc2ccccc2O)c1C	17	27%
CC1CCCN(CC(O)COc2ccc(Cl)cc2)C1 (stereo not given)	-2	7%
COC(=O)c1oc2ccccc2c1NC(=O)c1ccccc1O	x	u
O=C1C2C(C(=O)N1Cc1ccco1)C1C=CC2C12CC2 (stereo not given)	x	u
O=[N+]([O-])c1ccc(N/N=C/c2cn(-c3ccccc3)nc2-c2ccccc2)cc1	x	u
COc1cc(Cl)c(C)cc1Nc1ncccn1	x	u
C/C(=N\O)c1ccc2[nH]ccc2c1	x	u
Cc1c(C(N)=O)sc2ncn(CC(=O)N(C)C3CCCCC3)c(=O)c12	7	-25%
Cc1noc(C)c1COC(=O)Cc1ccc(Cl)c(Cl)c1	1	18%
O=C(CNC(=O)c1cccc(F)c1)N/N=C/c1ccc([N+](=O)[O-])s1	x	u
N#CC(C#N)=C1C=CC=CN1/C(=C\c1ccccc1Cl)C(=O)c1ccccc1	x	u
Cc1ccc(CCNC(=O)c2ccc(NC3=NC4CS(=O)(=O)CC4S3)cc2)cc1 (stereo not given)	-19	i
COc1ccc(C(=O)N/N=C(\Cc2ncc[nH]2)c2ccccc2)cc1	x	12%
O=C(O)c1cccc(Sc2cc(Cl)ccc2C(=O)O)c1	x	u
COc1ccc(OC)c(Nc2nc(N)c([N+](=O)[O-])c(N3CCOCC3)n2)c1	-16	2%
Cc1ccc(S(=O)(=O)O)c(C)c1N1CCCC1=O	x	u
CCc1ccccc1N1CSC2=C(C#N)C(c3ccccc3F)CC(=O)N2C1 (stereo not given)	x	22%[9.22 µM]
O=S(=O)(c1ccc(F)cc1)N1CCCc2ccccc21	8	3%

High-throughput results deposited in PubChem by National Center for Advancing Translational Sciences (NCATS).
